Assay outcomes from PubChem.
IDE exosite inh – exo-site inhibitors of human insulin-degrading enzyme. z-score at 20 µM. purified IDE, FL-6b probe fluorescence polarization; stronger effect = lower value. AID 1259349. P14735. 17,000 compounds, 6.3% hits;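 active = z-score of -3 or lower, meaning strong loss of probe binding signal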;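 also: His-tagged human IDE residues 42-1019 made in E. coli with 30 nM FL-6b probe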
Target sequence (P14735 42-1019 limits assumed): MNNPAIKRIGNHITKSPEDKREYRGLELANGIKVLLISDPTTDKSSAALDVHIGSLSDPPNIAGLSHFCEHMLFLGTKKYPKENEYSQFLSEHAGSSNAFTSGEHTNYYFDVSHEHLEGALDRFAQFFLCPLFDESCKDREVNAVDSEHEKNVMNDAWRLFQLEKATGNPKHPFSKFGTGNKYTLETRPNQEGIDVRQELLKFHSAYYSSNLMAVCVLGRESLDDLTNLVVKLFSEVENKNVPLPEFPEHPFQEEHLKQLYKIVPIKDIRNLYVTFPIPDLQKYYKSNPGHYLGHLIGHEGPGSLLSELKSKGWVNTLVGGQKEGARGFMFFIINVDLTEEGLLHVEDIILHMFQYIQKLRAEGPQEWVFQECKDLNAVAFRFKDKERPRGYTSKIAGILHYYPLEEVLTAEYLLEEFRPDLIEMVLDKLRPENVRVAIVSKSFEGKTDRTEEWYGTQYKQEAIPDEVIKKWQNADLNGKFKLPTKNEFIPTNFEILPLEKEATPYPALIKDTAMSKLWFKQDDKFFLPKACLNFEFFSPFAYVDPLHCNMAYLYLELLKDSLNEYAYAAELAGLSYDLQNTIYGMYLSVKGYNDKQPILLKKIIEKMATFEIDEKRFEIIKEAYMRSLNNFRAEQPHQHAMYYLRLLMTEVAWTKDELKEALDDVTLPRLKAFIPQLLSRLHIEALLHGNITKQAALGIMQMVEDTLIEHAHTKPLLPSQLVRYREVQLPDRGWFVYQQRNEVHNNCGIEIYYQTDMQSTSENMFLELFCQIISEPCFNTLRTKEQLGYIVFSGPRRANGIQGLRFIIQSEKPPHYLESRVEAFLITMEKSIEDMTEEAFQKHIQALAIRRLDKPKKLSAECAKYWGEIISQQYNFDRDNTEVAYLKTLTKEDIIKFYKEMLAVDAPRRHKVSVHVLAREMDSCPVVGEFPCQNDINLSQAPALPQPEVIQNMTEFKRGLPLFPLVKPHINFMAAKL
* hit, by the source's call; & = joins results of further samples.

SMILES	IDE exosite inh
CCC(=O)N1CC2(C1)[C@@H](c1ccccc1)[C@@H](CO)N2CC1CC1	1.3
O=C(CN1CCOCC1)N1[C@H](CO)[C@H]2c3ccccc3NC[C@H]21	2.8
N#C[C@H]1[C@@H](c2ccc(C3=CCCC3)cc2)[C@H](CO)N1C(=O)C1CC1	0.67
CN(C)C(=O)c1cccc(-c2ccc([C@H]3[C@H]4CN(CCC(F)(F)F)CCCCN4[C@H]3CO)cc2)c1	2.9
N#C[C@H]1[C@@H](c2ccccc2-c2ccccc2)[C@@H](CO)N1c1ncc(-c2ccccc2)s1	0.46
CCCC(=O)N1C[C@@H]2[C@H](c3ccccc31)[C@@H](CO)N2C(=O)Nc1ccc(F)cc1	1.7
Cc1cccc(-c2ccc([C@H]3[C@H](CO)N4CCCCN(Cc5ccncc5)C[C@@H]34)cc2)c1	-3.7*
COCC#Cc1ccc([C@@H]2[C@H]3CN(S(=O)(=O)c4ccccc4C)CCCCN3[C@H]2CO)cc1	4.4
CCCNC(=O)NC[C@@H]1[C@@H](c2ccc(C3=CCCCC3)cc2)[C@@H](CO)N1C(C)=O	1.6
CCCNC(=O)N1C[C@@H]2N[C@H](C1)C2c1ccc(-c2cccc(F)c2)cc1 (stereo partly drawn)	-0.44&0.37
CN(C)CC(=O)N[C@H]1C=C[C@@H](CC(=O)NCc2ccc(Cl)cc2)O[C@H]1CO	3.2
NCC[C@H]1CC[C@@H](NS(=O)(=O)c2ccc(Cl)cc2)[C@@H](CO)O1	2.3&-0.59
O=C(c1cccnc1)N1CCCCN2[C@H](CO)[C@@H](c3ccc(C#Cc4cccnc4)cc3)[C@@H]2C1	-0.3
COc1ccccc1-c1ccc([C@@H]2[C@H](CO)N3CCCCN(S(=O)(=O)c4cn(C)cn4)C[C@@H]23)cc1	-13*
CN(C)CC(=O)N1[C@@H](C#N)[C@H](c2ccccc2-c2ccc(C(=O)N(C)C)cc2)[C@@H]1CO	-0.45
O=C(c1ccc2c(c1)OCO2)N1CC(=O)N2[C@H](C1)[C@H](c1ccc(C#CCC3CCCC3)cc1)[C@@H]2CO	2.4
C[C@H]1CN([C@@H](C)CO)C(=O)c2c(c3ccccc3n2C)-c2ccccc2CO[C@H]1CN(C)C(=O)[C@H](Cc1ccccc1)N(C)C	1.3
Cc1ccc(-c2ccc([C@H]3[C@@H](CO)N4C(=O)CN(C(=O)Nc5ccc(F)cc5)C[C@@H]34)cc2)cc1	0.92
C/C=C/c1ccc([C@H]2[C@@H](CO)N3CCCCN(C(=O)Nc4ccc(OC)cc4)C[C@H]23)cc1	-0.46
CCC(=O)N1CC(=O)N2[C@@H](CO)[C@@H](c3ccc(-c4cccnc4)cc3)[C@@H]2C1	-1.3
CN1C[C@H]2[C@@H](c3ccccc31)[C@H](CO)N2Cc1ccccc1Cl	-0.56
Cc1ccccc1-c1ccc([C@@H]2[C@@H](CO)N3C(=O)CN(C(=O)Cc4ccccn4)C[C@H]23)cc1	-5.8*
CN1C(=O)c2cc(NC(=O)NCc3ccccc3)ccc2OC[C@@H]2O[C@H](CC(=O)NCC3CCCCC3)CC[C@@H]21	-1.6
O=C(C[C@H]1C=C[C@@H](NS(=O)(=O)c2ccc(F)cc2)[C@H](CO)O1)N1CCc2ccccc2C1	-0.82
N#C[C@H]1[C@@H](c2ccccc2C2=CCCCC2)[C@@H](CO)N1C(=O)c1ccccn1	-1.1
C[C@H](CO)N1C[C@H](C)[C@H](CN(C)S(=O)(=O)c2ccccc2C#N)OCc2cnnn2CCCC1=O	-0.0061
O=C(Nc1ccc(F)cc1)N1CC(=O)N2[C@H](CO)[C@H](c3ccc(-c4cccc(F)c4)cc3)[C@@H]2C1	-2.2
COc1ccccc1NC(=O)N1CCCCN2[C@H](C1)[C@@H](c1ccc(-c3cccc(C)c3)cc1)[C@@H]2CO	-2.6
CCCNC(=O)N1[C@H](CO)[C@H](c2ccc(-c3ccccc3)cc2)[C@H]1CNC(C)=O	1.7
CN1CCN(C(=O)C[C@@H]2CC[C@@H]3[C@H](COC[C@H](O)CN3Cc3cccc(-c4ccncc4)c3)O2)CC1	-0.94
CCCN1[C@H](CO)[C@H](c2ccc(C#CC3CCCCC3)cc2)[C@@H]1CNC(=O)C1CC1	4
COC(=O)c1ccc(CN2CC(=O)N3[C@H](C2)[C@H](c2ccc(-c4ccccc4F)cc2)[C@@H]3CO)cc1	2.3
COc1ccc2c3c([nH]c2c1)[C@@H](CO)N(C(=O)NC(C)C)CC31CN(Cc2ccc(F)cc2)C1	0.88
O=C(NCCc1ccncc1)[C@@H]1[C@@H](CO)[C@@H]2Cn3c(ccc(-c4ccccc4)c3=O)[C@@H]2N1C(=O)C1CC1	0.28
O=C(C[C@@H]1CC[C@@H]2[C@H](COC[C@@H](O)CN2C(=O)c2ccccc2F)O1)NCc1ccc(Cl)c(Cl)c1	-0.27
COCC(=O)N1CC(=O)N2[C@H](CO)[C@@H](c3ccc(-c4ccccc4C)cc3)[C@H]2C1	-0.94
COCCNC(=O)C[C@@H]1CC[C@@H]2[C@H](COC[C@H](O)CN2Cc2ccc(Cl)c(Cl)c2)O1	1.1
CCCC#Cc1ccc([C@@H]2[C@@H](CO)N(C(=O)C3CCCCC3)[C@H]2C#N)cc1	1.9
O=C(C[C@H]1CC[C@H]2NC[C@H](O)COC[C@@H]2O1)NCCN1CCCCC1	1.1
COc1ccccc1CN1[C@@H]2Cn3c(cccc3=O)[C@H]1[C@@H](C(=O)N1CCc3ccccc3C1)[C@@H]2CO	0.058
C[C@H](CO)N1C[C@H](C)[C@H](CN(C)S(=O)(=O)c2ccc(-n3cccn3)cc2)OCc2cn(nn2)CCCC1=O	0.28
O=C(CC1CC1)N1CC[C@@H]2[C@@H](CO)Nc3ccc(-c4ccc(F)cc4)cc3[C@@H]21	1.8
CC(C)C#Cc1ccc([C@@H]2[C@H]3CN(C(=O)NC4CCCC4)CC(=O)N3[C@H]2CO)cc1	-0.25
O=C(c1ccc(F)cc1)N1CC(=O)N2[C@@H](CO)[C@H](c3ccc(-c4cccnc4)cc3)[C@@H]2C1	3.1
C[C@@H]1CCCCO[C@@H](CN(C)Cc2ccncc2)[C@H](C)CN([C@@H](C)CO)C(=O)c2cc(NS(=O)(=O)c3ccc(Cl)cc3)ccc2O1	1.5
C[C@H](CO)N1C[C@H](C)[C@@H](CN(C)Cc2ccc3c(c2)OCO3)Oc2ccc(NC(=O)C3CCCCC3)cc2C1=O	1.8
C/C=C/c1ccc([C@H]2[C@@H](CO)N(C(=O)CC)[C@@H]2CNCC2CCCCC2)cc1	1.8
COc1ccc(-c2ccc([C@@H]3[C@H]4CN(C(=O)c5ccccn5)CC(=O)N4[C@H]3CO)cc2)cc1	-1.1
C[C@@H](O)C#Cc1ccc([C@H]2[C@@H](CO)N3CCCCN(CC4CC4)C[C@@H]23)cc1	-0.9
O=C1NCCOCc2cnnn2CC[C@H]1Cc1ccc(F)cc1	0.65
COc1cccc(NC(=O)Nc2ccc3c(c2)C(=O)N(C)C[C@H](OC)[C@H](C)CN(CC2CC2)[C@@H](C)CO3)c1	1.2
O=C(CC1CC1)N1CC(=O)N2[C@@H](CO)[C@H](c3ccc(C#Cc4ccccc4)cc3)[C@@H]2C1	-11*
CO[C@@H]1CC[C@H]2CCOc3ccc(C#N)cc3C(=O)N(C)C[C@H](c3ccccc3)CC(=O)N(C)C[C@@H]1O2	0.28
O=C(C1CCC1)N1CC(=O)N2[C@@H](CO)[C@H](c3ccc(C#Cc4cccc(F)c4)cc3)[C@@H]2C1	-3.4*
CCS(=O)(=O)Nc1ccc2c(c1)C(=O)N(C)C[C@@H](OC)[C@H](C)CN(CC1CCCCC1)[C@@H](C)CO2	-0.075
CO[C@@H](CN(C)C(=O)c1ccccc1F)[C@@H](C)CN([C@@H](C)CO)S(=O)(=O)c1ccc(F)cc1	0.68
CC(C)NC(=O)N1CCCCN2[C@@H](CO)[C@@H](c3ccc(Br)cc3)[C@@H]2C1	0.63
C/C=C/c1ccc([C@@H]2[C@H]3CN(Cc4ccc(C(=O)OC)cc4)CC(=O)N3[C@H]2CO)cc1	1.9
CCCNC(=O)[C@H]1[C@H](CO)[C@H]2Cn3c(cccc3=O)[C@H]2N1Cc1cccc(F)c1	0.25
CCCNC(=O)N1[C@H](CO)[C@H](c2ccccc2)[C@@H]1CNC(=O)C1CCC1	0.41

Carrying on:
SMILES	IDE exosite inh
C/C=C/c1ccc([C@H]2[C@@H](CO)N(S(C)(=O)=O)[C@H]2CN(CC)C(C)=O)cc1	-0.59
CCS(=O)(=O)Nc1ccc2c(c1)C(=O)N(C)[C@H]1CC[C@H](CC(=O)N[C@@H]3CCN(Cc4ccccc4)C3)O[C@@H]1CO2	-0.47
CCCNC(=O)N(C)C[C@H]1Oc2ncc(C#CC3CCCCC3)cc2C(=O)N([C@@H](C)CO)C[C@@H]1C	-0.23
O=C(NC[C@H]1[C@H](c2ccccc2)[C@@H](CO)N1C(=O)Cc1cccnc1)C1CC1	3.5
CCC(=O)N1[C@@H](CO)[C@@H](c2ccc(C3=CCCC3)cc2)C12CN(C(=O)COC)C2	-0.035
O=C(c1cccc(F)c1)N1CCCCN2[C@H](C1)[C@H](c1ccc(-c3ccccc3)cc1)[C@@H]2CO	2
O=C(C1CC1)N1CC(=O)N2[C@H](CO)[C@@H](c3ccc(C#CC4CCCC4)cc3)[C@H]2C1	2.1
CCCC#Cc1ccc([C@@H]2[C@H]3CN(C(=O)NC4CCCC4)CCCCN3[C@H]2CO)cc1	-2.9
C[C@@H](O)C#Cc1ccc([C@@H]2[C@H](CO)N3CCCCN(C(=O)c4ccc(F)cc4)C[C@@H]23)cc1	-0.27
CO[C@H]1CN(C)C(=O)c2cc(NS(=O)(=O)c3cn(C)cn3)ccc2OC[C@H](C)NC[C@@H]1C	0.24
C/C=C/c1cccc(-c2nc(C(=O)NCc3cccc(OC)c3)cc3c2[C@@H](CCO)N([S@](=O)C(C)(C)C)C3)c1	-0.73
O=C(NC[C@@H]1[C@H](c2ccccc2)[C@H](CO)N1C(=O)Cc1cccnc1)C1CC1	5.4
COc1ccc2c3c(n(C)c2c1)[C@@H](CO)N(C)CC31CN(C(=O)Nc2c(C)noc2C)C1	0.18
C[C@H](CO)N1C[C@H](C)[C@@H](CN(C)S(=O)(=O)c2ccc3c(c2)OCCCO3)OCc2cnnn2CCCC1=O	-0.56
COc1ccc(-c2ccc([C@H]3[C@@H](CO)N4C(=O)CN(C(=O)c5cccnc5)C[C@@H]34)cc2)cc1	2.7
O=C(C[C@H]1C=C[C@@H](NC(=O)c2ccc3c(c2)OCO3)[C@@H](CO)O1)NC1Cc2ccccc2C1	0.72
O=C(C1CCC1)N1CC(=O)N2[C@H](CO)[C@H](c3ccc(-c4cccnc4)cc3)[C@@H]2C1	1.4
C[C@H](CO)N1C[C@H](C)[C@@H](CN(C)C)Oc2ccc(NS(C)(=O)=O)cc2C1=O	0.55
CO[C@@H](CN(C)CC1CCOCC1)[C@H](C)CN(C(=O)Nc1ccc(F)cc1)[C@H](C)CO	1.3
CCS(=O)(=O)Nc1ccc2c(c1)C(=O)N(C)[C@H]1CC[C@@H](CC(=O)NC3CCCCC3)O[C@H]1CO2	-1.1
COc1cccc(-c2ccc([C@H]3[C@H](CO)N4C(=O)CN(C(=O)c5ccncc5)C[C@@H]34)cc2)c1	-4.6*
O=C(C[C@@H]1C[C@H]2c3cc(NS(=O)(=O)c4ccc(F)cc4)ccc3O[C@H]2[C@H](CO)O1)N1CCc2ccccc2C1	0.24
CN(C)CC(=O)N1CC2(C1)[C@@H](c1ccccc1)[C@@H](CO)N2C(=O)C1CC1	0.85
CCCNC(=O)N1C[C@H](O)COC[C@@H]2O[C@@H](CC(=O)OC)CC[C@H]21	-0.55
CN1C(=O)c2cc(NC(=O)Nc3ccccc3F)ccc2OC[C@@H]2O[C@@H](CC(=O)NCCc3ccncc3)CC[C@@H]21	-0.21
O=C1N[C@@H](c2ccccc2)COCc2cn(nn2)CC[C@@H]1Cc1ccc(C(F)(F)F)cc1	1.2
COCCNC(=O)[C@H]1[C@H](CO)[C@H]2Cn3c(cccc3=O)[C@@H]1N2S(=O)(=O)c1ccccc1C	-0.44
O=C(Nc1ccccc1F)N1CCCCN2[C@H](C1)[C@@H](c1ccc(C#Cc3cccnc3)cc1)[C@@H]2CO	-5.1*
C/C=C/c1ccc([C@@H]2[C@@H](C#N)N(C(=O)c3cccnc3)[C@@H]2CO)cc1	1.5
CCS(=O)(=O)N[C@@H]1CC[C@@H](CC(=O)NCc2ccc(Cl)cc2)O[C@@H]1CO	1.7
Cc1cccc(-c2ccc(C3[C@@H]4CN(C(=O)Nc5ccc(F)cc5)C[C@H]3N4)cc2)c1 (stereo partly drawn)	-0.36

An excerpt of these results, in CSV form.
Compound,IDE exosite inh
COCCNC(=O)[C@H]1[C@H](CO)[C@H]2Cn3c(cccc3=O)[C@@H]1N2S(=O)(=O)c1ccccc1C,-0.44
O=C(Nc1ccccc1F)N1CCCCN2[C@H](C1)[C@@H](c1ccc(C#Cc3cccnc3)cc1)[C@@H]2CO,-5.1*
C/C=C/c1ccc([C@@H]2[C@@H](C#N)N(C(=O)c3cccnc3)[C@@H]2CO)cc1,1.5
CCS(=O)(=O)N[C@@H]1CC[C@@H](CC(=O)NCc2ccc(Cl)cc2)O[C@@H]1CO,1.7
Cc1cccc(-c2ccc(C3[C@@H]4CN(C(=O)Nc5ccc(F)cc5)C[C@H]3N4)cc2)c1 (stereo partly drawn),-0.36

4 compounds already listed, sorted by SMILES length, lowest first.
SMILES	IDE exosite inh
CN(C)CC(=O)N1CC2(C1)[C@@H](c1ccccc1)[C@@H](CO)N2C(=O)C1CC1	0.85
CCS(=O)(=O)N[C@@H]1CC[C@@H](CC(=O)NCc2ccc(Cl)cc2)O[C@@H]1CO	1.7
O=C1N[C@@H](c2ccccc2)COCc2cn(nn2)CC[C@@H]1Cc1ccc(C(F)(F)F)cc1	1.2
COc1cccc(-c2ccc([C@H]3[C@H](CO)N4C(=O)CN(C(=O)c5ccncc5)C[C@@H]34)cc2)c1	-4.6*

These rows are one share of the data; the hit share may differ from the screen's.
